Screening data: PubChem BioAssay, The Scripps Research Institute Molecular Screening Center
GPR7 antagonist: GPR7 receptor antagonists, primary screen, cell-based, fluorescence, single concentration; GPR7-expressing cells, fluorescence antagonist assay; inhibition, % at 4.4 µM; 1.1% of 290,000 active; in the data active = inhibition above about 16%, passing the limit was not always enough;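 also: cells stimulated with the agonist NPW; 0% = agonist with vehicle and 100% = vehicle without agonist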
Target sequence (P48145 whole entry, looked up): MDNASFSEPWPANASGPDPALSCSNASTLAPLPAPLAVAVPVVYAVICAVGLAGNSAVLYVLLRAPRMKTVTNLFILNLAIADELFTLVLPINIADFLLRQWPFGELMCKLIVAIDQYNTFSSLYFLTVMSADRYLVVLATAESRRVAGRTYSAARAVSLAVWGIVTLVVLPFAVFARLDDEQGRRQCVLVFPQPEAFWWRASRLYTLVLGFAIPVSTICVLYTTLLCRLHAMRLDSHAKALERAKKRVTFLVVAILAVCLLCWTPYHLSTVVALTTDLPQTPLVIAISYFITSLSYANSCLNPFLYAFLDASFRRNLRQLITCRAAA
V1aR counter: agonists of human V1a receptor, primary screen, counter-screen for OXTR agonist project, fluorescence, CHO-V1R cells | activation, % at 3 µM | Vasopressin V1a receptor (Homo sapiens), P37288 | 0.25% of 320,000 active | AID 2797, 2010 | Fluo-8 calcium fluorescence, agonist mode; 0% DMSO, 100% 3 nM vasopressin;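 active = activation above the mean activation of all tested compounds plus 3 SD, per screening run, cut at about 20% in these data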;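 also: signal is peak over basal fluorescence ratio across a 100 second FLIPR read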
TAAR1 antag: human TAAR1 antagonists, primary screen, Fluo-8 calcium fluorescence, CHO RD-HGA16 cells; 1.5% of 360,000 active; AID 624466, 2012; antagonist; Trace amine-associated receptor 1 (Homo sapiens), Q96RJ0; inhibition, % at 3 µM;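 active = inhibition above a per-plate cutoff, the mean inhibition of test compounds on that plate plus 3 SD, cut at about 49% in these data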;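 also: 0% = DMSO plus EC80 beta-PEA response and 100% = DMSO alone without agonist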
Target sequence (Q96RJ0 whole entry, looked up): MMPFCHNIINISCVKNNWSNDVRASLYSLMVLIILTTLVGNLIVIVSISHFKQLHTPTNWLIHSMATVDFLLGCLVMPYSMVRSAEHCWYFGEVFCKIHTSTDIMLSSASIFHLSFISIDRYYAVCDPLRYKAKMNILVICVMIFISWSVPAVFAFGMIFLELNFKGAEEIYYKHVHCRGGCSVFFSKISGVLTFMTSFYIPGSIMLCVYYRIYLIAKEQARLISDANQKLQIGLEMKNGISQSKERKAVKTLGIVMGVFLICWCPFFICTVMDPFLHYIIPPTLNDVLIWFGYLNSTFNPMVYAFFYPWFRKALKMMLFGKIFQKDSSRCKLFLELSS
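Test system – hTAAR1-expressing CHO RD-HGA16 cells, Gα16-coupled · Reagent – β-PEA at EC80 concentration, post-compound challenge · Compound dosing – 3 µM, single point · Timing – 140 s kinetic read after compound, 140 s after agonist · Detection – Fluo-8 intracellular calcium dye fluorescence, real-time kinetic reads · Control set – DMSO and EC80 PEA controls · Repeats – n of 1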
OXTR potentiator: human OXTR potentiators, primary screen, fluorescence, CHO-OTR cells, Fluo-8 calcium. Oxytocin receptor (Homo sapiens), P30559. Fluo-8 calcium fluorescence, potentiator mode; 0% = oxytocin EC15, 100% = EC100. activation, % at 3 µM. 0.061% of 320,000 active. AID 2445, 2010;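 active = activation above that plate's cutoff, the mean activation of tested compounds plus 3 SD, cut at about 6.6% in these data, passing the limit was not always enough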;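 also: 100% uses oxytocin at 75 nM as the full agonist control; some results filed as inactive read as strong as hits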
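System: human OTR in CHO cells; Also added: sub-maximal oxytocin, roughly EC15; Timing: compound 6 min at room temperature before oxytocin, 100 s read; Technique: Fluo-8 intracellular calcium fluorescence, ex 470-495, em 515-575 nm; Controls: oxytocin EC15 low and EC100 high; Replication: singlicate.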
M1 ag parental: counter-screen for M1 agonists: effect in parental CHO-K1 cells; Fluo-8 calcium fluorescence; scaled to maximal ATP response, vehicle zero; 0.48% of 360,000 active; AID 602248, 2012; activation, % at 3 µM; in the data active = activation above about 15%;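 also: untransfected CHO-K1 host cells lacking M1 receptor as counterscreen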
CHO parental Ca: ATP-evoked calcium signal inhibitors, parental CHO, primary screen, counter-screen for OX1R antagonist project, cell-based, fluorescence, Fluo-8 calcium dye | parental CHO-K1, ATP-induced calcium, Fluo-8 fluorescence | inhibition, % at 5.6 µM | 0.63% of 330,000 active;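 active = inhibition above that plate's mean sample inhibition plus 3 SD, cut at about 26% in these data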;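 also: 0% = ATP-challenged DMSO wells and 100% = DMSO wells without ATP; some compounds past the cut are filed as inactive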
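material = parental CHO cells | also added = ATP as calcium-mobilizing challenge | dosing = single point at 5.6 µM | detection = intracellular calcium via Fluo-8 no-wash fluorescent dye | read-out = % inhibition | benchmarks = low control ATP plus DMSO, high control DMSO only | repeats = one well per compound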
CHO-K1 Ca antag: counter-screen for M1 antagonists: effect in parental CHO-K1 cells. 0.6% of 360,000 active. AID 602250. inhibition, % at 3 µM. ATP-induced calcium, Fluo-8 fluorescence;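 active = inhibition above a per-plate cutoff, the plate's mean sample inhibition plus 3 SD, cut at about 24% in these data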;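 also: 0% = DMSO plus EC80 ATP and 100% = DMSO alone without ATP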
M1 PAM parental: nonselective calcium activators in parental CHO-K1 cells, primary screen, counter-screen for M1 PAM project, cell-based, Fluo-8 calcium fluorescence, full deck, 1536-well | ATP EC20; 0% at ATP EC20, 100% at ATP max | activation, % at 3 µM | 0.02% of 360,000 active;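 active = activation above the run cutoff, the mean activation of all test compounds plus 3 SD, cut at about 40% in these data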;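 also: peak over basal fluorescence ratio in a 140 s read after ATP addition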
OXTR agonist: human OXTR agonists, primary screen, fluorescence, CHO-OTR cells, Fluo-8 calcium | Fluo-8 calcium fluorescence; normalized: DMSO 0%, oxytocin 100% | Oxytocin receptor (Homo sapiens), P30559 | activation, % at 3 µM | 0.32% of 320,000 active | AID 2435, 2010;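 active = activation above the mean of all tested compounds plus 3 SD, cutoff set per screening run, cut at about 20% in these data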;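 also: peak over basal fluorescence ratio from a 100 s FLIPR kinetic read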
* = called active by the depositor; . = no result given.

SMILES	GPR7 antagonist	V1aR counter	TAAR1 antag	OXTR potentiator	M1 ag parental	CHO parental Ca	CHO-K1 Ca antag	M1 PAM parental	OXTR agonist
O=C(CN1C(=O)C2C3C=CC(C3)C2C1=O)OCC(=O)c1ccc([N+](=O)[O-])cc1 (stereo not drawn)	5	1.7	1	-13	1.4	2	0	13	1.6
CCN(CC)S(=O)(=O)c1ccc(Cl)c(C(=O)NCC2CCCO2)c1 (stereo not drawn)	-10	0.5	-22	-5	0.5	-2	-1	-11	0.0
COc1ccccc1CNC(=O)COC(=O)Cc1c[nH]c2ccccc12	.	1.4	-6	-5	1.2	-5	-3	7	0.3
O=C(N/N=C/c1cccnc1)c1cccc(NC(=O)c2cccc(Br)c2)c1	8	4.1	51*	-13	3.1	-13	-17	5	1.3
O=C(Nc1ccccc1C(=O)Nc1ccccc1C(=O)O)c1ccccc1	-8	1.7	-24	-3	-0.5	-9	-21	-13	-1.2
CCc1nnc(NC(=O)CSc2nc(-c3ccccc3)c(-c3ccccc3)o2)s1	-3	1.3	-16	0	-0.2	-6	-6	17	1.6
CC(C)(C)N1CC(c2nc3ccccc3n2Cc2ccc(F)cc2)CC1=O (stereo not drawn)	1	1.4	5	-6	-0.1	-22	11	-4	-0.7
Cc1ccc2nc(SCC(=O)N3CCC(Cc4ccccc4)CC3)nc(=O)n2c1	.	6.8	12	-9	8.8	-25	14	-13	3.5
CCN1C(=O)C(=O)N(CC(=O)Nc2cccc(C(F)(F)F)c2)C1=O	.	1.9	-11	-4	0.8	-5	-9	13	3.4
Cc1ccc(C(=O)N(CCc2ccccc2)Cc2ccccc2)cc1S(=O)(=O)N1CCCCC1	.	-0.5	39	-8	1.3	35*	-3	3	-1.7
COc1ccc(Cl)cc1S(=O)(=O)N1CCN=C1Cc1ccccc1	-6	0.2	-11	2	8.8	-14	3	12	0.2
CCCC(=O)OCCNc1cc(Sc2nc3ccccc3[nH]2)c2nonc2c1[N+](=O)[O-]	25*	0.3	28	-2	0.5	38*	19	-8	-2.8
OCc1cnc(SCc2ccccc2)n1Cc1ccccc1	0	0.2	2	-6	0.5	1	-14	13	0.5
C=CCN1C(=O)C2(OCCCO2)c2cccc(C)c21	2	0.1	15	4	0.7	-5	-12	17	-0.8
COc1ccc(/C=N\NC(=O)c2ccccc2Br)cc1COc1c(F)c(F)cc(F)c1F	0	0.8	18	-11	0.9	15	6	-20	-0.8
CC(NC(=O)c1ccco1)c1nc(-c2ccc(C(C)(C)C)cc2)no1 (stereo not drawn)	-6	11	16	-25	6.5	-5	-10	10	3.2
CC1=C(C(=O)N(C(C)C)C(C)C)CC(CC(=O)NCc2cccs2)C(=O)N1Cc1ccccc1 (stereo not drawn)	.	.	-7	.	-1.1	.	-15	1	.
COc1ccc(NC(=O)C(=O)NCC(=O)Nc2cc(OC)ccc2OC)cc1	-15	0.2	-6	-9	0.8	2	-8	4	-0.2
O=C(CCc1ccccc1)NNC(=O)COc1ccc([N+](=O)[O-])cc1	-10	-0.4	-18	-1	0.9	-5	-2	-10	0.0
CC(NCc1ccc2c(c1)OCO2)C(=O)NC1CCCCC1 (stereo not drawn)	-13	1.3	-12	-18	1.4	1	-3	16	-0.3
CN(CC(=O)Nc1ccc(F)cc1[N+](=O)[O-])Cc1ccccc1	-7	-1.6	16	-13	-0.2	-13	-8	-5	-1.6
CS(=O)(=O)NCCSCc1c(F)cccc1Cl	10	1.1	-6	-8	0.4	-9	-13	16	-0.1
CC(C)NC(=O)C1CCCN(S(=O)(=O)c2cccs2)C1 (stereo not drawn)	2	-0.4	6	-10	0.3	-2	19	-6	0.2
O=C(CCNC(=O)c1ccc(Br)cc1)Nc1cc(Cl)ccc1-n1cncn1	.	-1.3	-2	-4	0.9	-22	-4	-3	-1.2
Cc1ccnc(N2CCN(C(=O)CSc3nc4ccccc4nc3N3CCCCC3)CC2)c1	7	-0.8	-17	-15	0.6	-40	-19	22	-2.0
COc1ccccc1CN1C(=O)CNC1=S	-6	0.8	.	-12	1.0	-8	-13	8	0.4
O=C(CCSc1ccc(Cl)cc1)NN=C1CCCCCC1	-16	1.0	12	-4	0.6	-12	2	12	-0.5
Cc1cc2[nH]c3c4ccccc4nc(C)c3c2cc1C	.	.	-17	.	1.2	.	8	8	.
COc1cc(/C=N/NC(=O)c2cccnc2)ccc1OCC(=O)Nc1ccccc1Cl	-6	0.4	42	-16	1.9	-21	-7	0	-0.7
O=C(CCc1ccccc1)NNC(=O)C12CC3CC(CC(C3)C1)C2	4	-0.8	29	-3	0.2	-2	-8	22	-0.5
CC(=O)Nc1sc(N/N=C/c2ccc(O)cc2)nc1-c1ccc(C)cc1	-3	0.8	-22	-3	0.0	-11	-14	9	-0.7
CCOC(=O)c1c(C)n(C)c2ccc(OC)c(NC(=O)CCN3CCC(Cc4ccccc4)CC3)c12	-9	-1.2	-21	6	-0.9	-22	-10	8	-2.5
COc1ccc(C(CCN2CCOCC2)c2c(OC)cc(OC)c3ccc(=O)oc23)cc1 (stereo not drawn)	.	.	-7	.	-0.1	-5	-15	20	.
CCOc1ccc(CCNC(=O)COC(=O)c2ccc(F)c(S(=O)(=O)N3CCOCC3)c2)cc1OCC	.	-1.0	-22	-1	0.6	-21	-10	13	-1.8
CCOc1ccc(C2N(c3ccc(F)cc3)C(=O)C3CCCN32)cc1 (stereo not drawn)	-8	0.1	9	-4	0.3	-10	0	13	-1.0
CCCn1c(SCC(=O)N2c3ccccc3CC2C)n[nH]c1=O (stereo not drawn)	.	.	-11	.	0.1	.	2	-7	.
O=C(CSc1nc(-c2ccc(F)cc2)cs1)N1CCOCC1	-12	0.5	6	-3	2.0	-3	14	-4	-0.3
COc1cccc(CC(=O)Nc2ccccc2N2CCCC2)c1	-12	0.6	-9	1	0.4	-5	0	-9	-0.5
Cc1ccc(NS(=O)(=O)c2c(C)[nH]c(=O)[nH]c2=O)c(C)c1	7	.	-19	.	1.1	.	-12	15	.
COc1ccc(NC(=O)CN2C(=O)NC3(CCCC3)C2=O)cc1S(=O)(=O)N1CCCCC1	.	1.4	-5	-4	0.4	3	-22	5	-0.3

Sorted by SMILES length (smallest number first): some entries from above.
SMILES	GPR7 antagonist	V1aR counter	TAAR1 antag	OXTR potentiator	M1 ag parental	CHO parental Ca	CHO-K1 Ca antag	M1 PAM parental	OXTR agonist
CS(=O)(=O)NCCSCc1c(F)cccc1Cl	10	1.1	-6	-8	0.4	-9	-13	16	-0.1
OCc1cnc(SCc2ccccc2)n1Cc1ccccc1	0	0.2	2	-6	0.5	1	-14	13	0.5
COc1cccc(CC(=O)Nc2ccccc2N2CCCC2)c1	-12	0.6	-9	1	0.4	-5	0	-9	-0.5
CC(C)NC(=O)C1CCCN(S(=O)(=O)c2cccs2)C1 (stereo not drawn)	2	-0.4	6	-10	0.3	-2	19	-6	0.2
O=C(CCc1ccccc1)NNC(=O)C12CC3CC(CC(C3)C1)C2	4	-0.8	29	-3	0.2	-2	-8	22	-0.5
CC(=O)Nc1sc(N/N=C/c2ccc(O)cc2)nc1-c1ccc(C)cc1	-3	0.8	-22	-3	0.0	-11	-14	9	-0.7
O=C(CCc1ccccc1)NNC(=O)COc1ccc([N+](=O)[O-])cc1	-10	-0.4	-18	-1	0.9	-5	-2	-10	0.0
Cc1ccc(NS(=O)(=O)c2c(C)[nH]c(=O)[nH]c2=O)c(C)c1	7	.	-19	.	1.1	.	-12	15	.
CCc1nnc(NC(=O)CSc2nc(-c3ccccc3)c(-c3ccccc3)o2)s1	-3	1.3	-16	0	-0.2	-6	-6	17	1.6
CCCC(=O)OCCNc1cc(Sc2nc3ccccc3[nH]2)c2nonc2c1[N+](=O)[O-]	25*	0.3	28	-2	0.5	38*	19	-8	-2.8
CCOC(=O)c1c(C)n(C)c2ccc(OC)c(NC(=O)CCN3CCC(Cc4ccccc4)CC3)c12	-9	-1.2	-21	6	-0.9	-22	-10	8	-2.5

More entries.
SMILES	GPR7 antagonist	V1aR counter	TAAR1 antag	OXTR potentiator	M1 ag parental	CHO parental Ca	CHO-K1 Ca antag	M1 PAM parental	OXTR agonist
C=CCn1c(C)cc(C(=O)CSc2nnc(NCc3ccccc3)s2)c1C	13	-1.2	-7	-3	0.6	-28	2	2	-1.3
O=C(COC(=O)c1cnc(Cl)c(Cl)c1)NCc1ccco1	-4	-0.1	-10	-2	1.1	-10	-8	18	-0.5
CCNc1nc(OC)nc(Oc2ccc(=O)n(-c3ccccc3)n2)n1	-12	0.8	5	-7	-0.5	-11	24*	-4	-1.1
CS(=O)(=O)N(CC(=O)Nc1ccc(C(N)=O)cc1)C1CCCCC1	-1	0.9	-11	-4	-0.4	-14	-3	8	0.6
CNC(=O)C1CC(=O)N(Cc2ccc3c(c2)OCO3)C(=Nc2ccc(F)cc2)S1 (stereo not drawn)	-10	3.7	11	-5	1.8	-20	-25	6	3.2
COc1ccc(C2=NS(=O)(=O)N(C)C(C(=O)Nc3cc(OC)c(OC)c(OC)c3)=C2)cc1	3	0.0	-19	-2	0.1	5	-4	-13	-0.9
COc1ccccc1OCc1nnc(SCC(=O)NCc2ccco2)n1-c1ccccc1	-8	-0.2	-5	-1	0.0	-24	3	-11	-1.2
O=C(CCCc1ccccc1)NC12CC3CC(CC(C3)C1)C2	10	-1.8	1	-9	-0.4	-14	11	-16	-1.6
NC(=O)c1ccc(NC(=O)COC(=O)c2cc([N+](=O)[O-])ccc2N2CCOCC2)cc1	.	0.7	6	2	0.7	3	2	12	0.5
